JMJD2A Tudor inh = JMJD2A Tudor domain (human) inhibition; O75164; AlphaScreen JMJD2A-Tudor / H3K4me3 peptide binding; Potency, µM (top dose mostly 114 µM), for the others: at the highest dose activity change, negative = inhibition, hits mostly inhibitors; 390,000 compounds, 4.4% hits; AID 504339; also: % is scaled to controls: 0 for no effect and ±100 for the full control effect; nearly all actives have a fitted effect of over 50% in size
POLI inh = blocks human DNA polymerase iota activity; AID 588590; 390,000 compounds, 1% hits; Potency, µM (series often up to 115 µM), for inactives: at the top dose activity, negative = inhibition, most hits filed as inhibitors; Pol iota fluorescent replication assay, 10 min
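Fluorescent replication assay read twice, at 0 min and 10 min after adding 50 nM (final) substrate. Enzyme (10 nM) and compounds were first incubated 15 min at room temperature; enzyme-free buffer wells were negative controls.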
POLH inh = inhibitors of human DNA polymerase eta; recombinant Pol eta, fluorescent DNA replication assay; Potency, µM (highest dose often 114 µM), without a hit: at the highest dose activity change, negative = inhibition, actives largely listed as inhibitors; 390,000 compounds, 1.2% hits; AID 588591; also: % is scaled to controls: 0 for no effect and ±100 for the full control effect
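Pol eta (10 nM) was preincubated with compounds for 15 min at room temperature, after which fluorescent replication substrate (50 nM final) was added to start the reaction. Fluorescence was read kinetically at 0 and 10 min.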
BAZ2B block = blocks human BAZ2B | Q9UIF8 | AlphaScreen BAZ2B-H3K14Ac peptide displacement | Potency, µM (top dose mostly 114 µM), for inactives: at the highest dose activity change, negative = inhibition, hits mostly inhibitors | 360,000 compounds, 4.4% hits | AID 504333; also: % is scaled to controls: 0 for no effect and ±100 for the full control effect; nearly all actives have a fitted effect of over 60% in size
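Protein-peptide AlphaScreen: BAZ2B 50 nM, b-H3K14Ac 50 nM, 1x PBS pH 7.4 + 0.01% Tween-20. Preincubation 30 min RT; cpd 30 min RT (top 110 uM); beads 20 min RT, light-protected.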
BLM helicase inh = Bloom syndrome helicase (human) inhibition; recombinant BLM DNA unwinding, fluorescence dequenching; Potency, µM (doses to about 56.1 µM), without a hit: at the top dose activity change, negative = inhibition, most hits filed as inhibitors; P54132; 350,000 compounds, 0.2% hits;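 also: plate controls were vehicle for no effect and no enzyme for full effect; nearly all actives have a fitted effect of over 35% in size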
POLK inh = blocks human DNA polymerase kappa activity. purified Pol kappa, fluorescent DNA synthesis assay, 10 min. 400,000 compounds, 0.53% hits. AID 588579. Potency, µM (top dose mostly 107 µM), without a hit: at the highest dose activity, negative = inhibition, hits mostly inhibitors. Q9UBT6; also: % is scaled to controls: 0 for no effect and ±100 for the full control effect
Target sequence (Q9UBT6 whole entry, looked up): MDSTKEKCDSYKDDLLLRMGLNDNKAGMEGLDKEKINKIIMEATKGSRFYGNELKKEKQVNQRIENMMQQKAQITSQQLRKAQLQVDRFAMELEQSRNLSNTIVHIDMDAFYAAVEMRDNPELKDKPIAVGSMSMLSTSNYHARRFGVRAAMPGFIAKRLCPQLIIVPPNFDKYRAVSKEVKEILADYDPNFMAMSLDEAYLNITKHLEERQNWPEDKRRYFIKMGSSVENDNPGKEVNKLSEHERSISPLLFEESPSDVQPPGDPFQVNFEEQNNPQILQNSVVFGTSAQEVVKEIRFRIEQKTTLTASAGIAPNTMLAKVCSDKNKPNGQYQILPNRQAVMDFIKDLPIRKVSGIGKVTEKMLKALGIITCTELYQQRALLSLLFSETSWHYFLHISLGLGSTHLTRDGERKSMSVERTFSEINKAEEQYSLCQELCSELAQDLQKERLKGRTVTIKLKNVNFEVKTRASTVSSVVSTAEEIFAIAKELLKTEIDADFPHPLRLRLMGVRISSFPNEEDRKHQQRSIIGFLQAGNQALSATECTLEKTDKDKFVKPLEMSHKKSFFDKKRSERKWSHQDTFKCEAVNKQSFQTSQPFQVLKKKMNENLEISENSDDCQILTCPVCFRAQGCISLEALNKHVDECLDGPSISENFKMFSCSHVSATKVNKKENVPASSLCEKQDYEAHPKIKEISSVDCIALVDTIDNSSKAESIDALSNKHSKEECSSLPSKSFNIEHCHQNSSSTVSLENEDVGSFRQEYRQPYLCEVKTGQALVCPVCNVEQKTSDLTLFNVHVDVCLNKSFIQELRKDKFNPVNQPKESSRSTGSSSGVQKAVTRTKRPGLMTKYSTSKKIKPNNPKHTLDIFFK
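Pol kappa 10 nM + cpd, 15 min RT; start w/ substrate 50 nM final; fluorescence kinetic read, 0 and 10 min. Neg ctrl: buffer, no enzyme.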
POLB inh = inhibitors of human DNA polymerase beta; P06746; Pol beta primer extension/strand displacement, fluorescence kinetic; Potency, µM (titrated, usually from 114 µM), for inactives: at the highest dose activity change, negative = inhibition, actives largely listed as inhibitors; 340,000 compounds, 1.3% hits; AID 485314; also: % is scaled to controls: 0 for no effect and ±100 for the full control effect
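Homogeneous kinetic assay of primer extension and strand displacement by 10 nM Pol beta, preincubated 15 min at room temperature with compound before 50 nM substrate (final) was added. Read at 0 and 10 min; four-parameter Hill fit.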
APE1 inh = blocks human APE1 abasic DNA cleavage | recombinant APE1, TAMRA/BHQ-2 abasic DNA cleavage fluorescence | Potency, µM (highest dose often 65.8 µM), without a hit: at the top dose activity change, negative = inhibition, usual class: inhibitors | 350,000 compounds, 0.35% hits;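 also: plate controls were vehicle for no effect and reference inhibitor for full effect; nearly all actives have a fitted effect of over 55% in size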
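Incision of a quenched TAMRA/BHQ-2 THF abasic-site duplex (50 nM) by 0.75 nM APE1, after 15 min compound preincubation, measured as fluorescence increase over three 60 s reads. Values normalized to buffer, DMSO and NSC13755 control wells.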
G9a inh = inhibitors of human histone lysine methyltransferase G9a | G9a H3K9 monomethylation, AlphaScreen, 2 h | Potency, µM (series often up to 102 µM), without a hit: top-dose activity, negative = inhibition, actives largely listed as inhibitors | 350,000 compounds, 8.8% hits | AID 504332; also: % is scaled to controls: 0 for no effect and ±100 for the full control effect; nearly all actives have a fitted effect of over 75% in size
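Readings reflect AlphaScreen signal from monomethyl-H3K9 antibody detection. HMT at 20 nM; substrate b-H3K9 500 nM; cofactor SAM 20 uM; 2 h RT reaction; compounds tested as titrations in qHTS with 15 min preincubation.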
Active calls of the source: *; ? = inconclusive; · = not tested or not shown; [ ] = another dose, or the depositor's remark. Calls follow the shape of the dose curve; as a rule, active = well fitted curve in the direction sought with a large enough effect; inconclusive = small, poorly fitted or top-dose-only effect, or another doubt; inactive = no such curve, though single readings can be large; an effect the other way counts as inactive or inconclusive. Potency is read from the fitted curve at half-maximal effect.

SMILES | JMJD2A Tudor inh | POLI inh | POLH inh | BAZ2B block | BLM helicase inh | POLK inh | POLB inh | APE1 inh | G9a inh
O=C(COC(=O)[C@@H]1CCCN1S(=O)(=O)c1ccc(Cl)cc1)NC12CC3CC(CC(C3)C1)C2 | -17% | -7% | -20% | 9% | -15% | -6% | -1%[57.1 µM] | -6% | -7%
Cc1sc2nc(CN3CCCC3)nc(N3CCN(S(=O)(=O)c4cccc(F)c4)CC3)c2c1C | -17% | 15% | -25% | -4% | · | 2% | · | 6% | ?
C[C@H](CO)N1C[C@H](C)[C@@H](CN(C)S(=O)(=O)c2ccccc2)Oc2c(NC(=O)Cc3ccccc3)cccc2C1=O | -4% | 28% | -8% | · | · | 9% | · | 11% | ·
COc1ccc(C2CC(C(F)(F)F)n3nc(C(N)=O)c(Cl)c3N2)cc1OC (stereo not given) | -10% | 26% | -16% | 1% | 2% | -2% | 4% | -1% | 19%[2.33 µM]
CC(C)(C)c1ccc(C(=O)CC(Sc2ccc(Cl)cc2)C(=O)O)cc1 (stereo not given) | 9% | ? | -15% | -3% | -2% | -13% | 38% | 1% | 45µM*
CCOC(=O)CN(Cc1ccc(OC)c(OC)c1)S(=O)(=O)c1ccc(OC)cc1 | -15% | 40%[activator] | -11% | 5% | -2% | 0% | 2% | 0% | 18%
Cc1cc(CN(C)C(=O)CC2C(=O)NCCN2Cc2c(F)cccc2Cl)n[nH]1 (stereo not given) | 9% | 44%[activator] | -2% | 33% | 2% | -5% | 2% | 5% | 40µM*
COc1cccc(CC(=O)N2CCC(CCC(=O)Nc3cccc(OC)c3)CC2)c1 | -15% | 31%[activator] | -7% | -20% | -3% | -3% | 12% | 15% | -4%
C=C(C)C1CC=C(C)/C(=N/NC(=O)CCCNc2cccc(C)c2)C1 (stereo not given) | ? | 42%[activator] | -26% | ? | -2% | -12% | 0% | -5% | -10%
COC(=O)c1ccccc1NC(=O)Cn1cnc2sc(C)c(S(=O)(=O)N3CCC(C)CC3)c2c1=O | -12% | -16% | -7% | 6% | 1% | 6% | 0% | · | -4%[59 µM]
COc1cc(OC)cc(-c2nc3ccccc3c(=O)n2NC(=O)c2cccnc2Cl)c1 | -12% | 24% | -17% | 7% | 4% | -1% | -3% | 2% | 7%[59 µM]
O=C1C(=O)N(C2CCN(S(=O)(=O)c3ccccc3)CC2)CCN1Cc1ccccc1 | 2% | 37%[activator] | -22% | 1% | -2% | -2% | -6% | · | -3%[59 µM]
O=C(CSc1ccccc1F)NC(=O)c1ccc(Cl)cc1 | 3% | 56%[activator] | -19% | · | · | -11% | · | 19% | ·
Cc1nc2c(C(=O)Nc3ccc(N4CCCC(O)C4)cc3)snc2c(=O)[nH]1 (stereo not given) | -29% | -9% | -12% | ? | -20% | -2% | -16% | 11% | ·
O=C(Nc1ccccc1)c1cccc(S(=O)(=O)Nc2ccccn2)c1 | -5% | -3% | -8% | -12% | 7% | -8% | -2% | 3% | -11%[59 µM]
c1ccc(CSc2nnc(Cc3ccccc3)o2)cc1 | 79µM* | 164%[activator] | -4% | 56%[activator] | -16% | -16% | -24% | -1% | ?
COc1ccc(N2C3=[N+](CC2(C)O)c2ccccc2CC3)cc1 (stereo not given) | -5% | 1% | -6% | 4% | -2% | -14% | 19% | -2% | -42%
CCC(NC(=O)CCC(=O)N1CCN(S(=O)(=O)c2ccc(C)cc2)CC1)c1ccc(C)cc1 (stereo not given) | -9% | 25% | -6% | -1% | · | -1% | · | -13% | 0%[12.7 µM]
O=C1[C@H]2[C@@H](c3ccc(F)cc3)N3C(=O)N(c4ccccc4)C(=O)[C@@]3(Cc3ccccc3)[C@H]2C(=O)N1C1CCCCC1 | -12% | 45%[activator] | -25% | 5% | · | 5% | · | -4% | -3%[2.33 µM]
CC1(C)CC(=O)C=C(Nc2ccccn2)C1 | -4% | -7% | -10% | 20% | -4% | -14% | 7% | -4% | -18%[59 µM]
Cc1ccc(Cn2nnc3c(=O)n(CC(=O)c4ccccc4)cnc32)cc1 | -15% | 9% | -11% | -7% | -1% | -20% | 10% | -5% | -22%
COC(=O)C(Cc1ccc(OC(=O)c2ccccc2C)cc1)N1Cc2ccccc2C1=O (stereo not given) | 2% | -17% | -14% | 2% | -12% | -7% | -11% | -6% | -16%[59 µM]
CC(=O)Nc1cc(C(=O)NCc2ccc(F)cc2)ccc1S(=O)(=O)c1ccc(C)cc1 | -23% | ? | -5% | 5% | -2% | -4%[60.1 µM] | 13% | · | -6%[59 µM]
CCN1CCn2c3c(c4cccc(C)c42)CCCC31 (stereo not given) | ? | 67%[activator] | 4% | ? | 5% | -1% | 5% | 42% | 71µM*
Cc1ccc(C(=O)N2CCC(C(=O)c3ccc(Cl)cc3)CC2)cc1 | 1% | -2% | -6% | -39% | 2% | -3% | 42% | 7% | ·
Cc1cccc(/C=N/NC(=O)c2ccccc2OCc2cccc(Br)c2)n1 | -23% | 24% | -16% | 4% | 0% | 0% | 13% | -14% | 31%
CCOC(=O)C(=O)N1CCN(c2ccccc2OC)CC1 | -1% | 153%[activator] | -17% | -15% | -5% | 4% | 8% | -6% | 5%[59 µM]
NS(=O)(=O)c1ccc(CNC(=O)CNC(=O)Cc2ccccc2)cc1 | -4% | 109%[activator] | -1% | 2% | 1% | -7% | 2% | 69%[activator] | -8%
COc1ccc(-c2ccc(C#N)c(SCC(=O)NC3CC3)n2)cc1OC | -20% | 12% | -9% | -1% | -12% | -3% | 4% | 2% | -1%
N#Cc1ccc(OCC(=O)OCC(=O)c2ccccc2)cc1 | -3% | 37%[activator] | -17% | · | · | -5% | · | 14% | ·

Structural class, the entries above containing a cyano group.
SMILES | JMJD2A Tudor inh | POLI inh | POLH inh | BAZ2B block | BLM helicase inh | POLK inh | POLB inh | APE1 inh | G9a inh
COc1ccc(-c2ccc(C#N)c(SCC(=O)NC3CC3)n2)cc1OC | -20% | 12% | -9% | -1% | -12% | -3% | 4% | 2% | -1%
N#Cc1ccc(OCC(=O)OCC(=O)c2ccccc2)cc1 | -3% | 37%[activator] | -17% | · | · | -5% | · | 14% | ·

Next section.
SMILES | JMJD2A Tudor inh | POLI inh | POLH inh | BAZ2B block | BLM helicase inh | POLK inh | POLB inh | APE1 inh | G9a inh
COc1ccc(CCN2C(=O)CC(N3CCOCC3)C2=O)cc1OC (stereo not given) | -7% | 1% | -15% | 10% | 4% | -4% | 12% | 1% | 10%[59 µM]
C=CC[C@@H](Cc1ccc(F)cc1)C(=O)OC[C@@H]1CCCN1C(=O)[C@H](CC=C)CC(=O)NCCO | 9% | -4% | -17% | · | · | 6% | · | 10% | ·
COC(=O)c1cc(NC(=O)COC(=O)C2CCC2)cc(C(=O)OC)c1 | -8% | 23% | -6% | -8% | · | -3% | · | -3% | 2%
CN(C)c1ccc(CNc2ncc(Br)cc2Br)cc1 | 20µM* | -14% | -12% | 14µM* | -8% | -1% | -16% | -13% | 40µM*
Cc1c[n+]([O-])cc(C)c1[N+](=O)[O-] | -5% | 5% | 0% | · | · | -2% | · | · | ·
CCCCn1c(N)c(N(CC)C(=O)C2CCN(C(=O)c3ccccc3C)CC2)c(=O)[nH]c1=O | 4% | 25% | -15% | 14% | · | -3% | · | -3% | -13%[2.33 µM]
O=C(CCC1CCCC1)N1CCN(C(=O)COc2ccccc2)CC1 | -19%[11.4 µM] | 3% | ? | 9% | 0% | -11% | -2% | 11% | 50µM*
NC(=O)c1ccc(NC(=O)COC(=O)CC(NC(=O)c2ccccc2Cl)c2ccccc2)cc1 (stereo not given) | -17% | 90%[activator] | -19% | -2% | -2% | -1% | 0% | 0% | 8%[59 µM]
O=C(CSc1nc2ccccc2n1Cc1ccccc1Cl)N/N=C/c1ccccc1C(=O)O | -25% | 4% | -12% | 0% | 2% | -3% | ? | 8% | 9%
COC(=O)c1ccc(NC(=O)CN2C(=O)CCc3cc(S(=O)(=O)N4CCCCC4)ccc32)cc1 | 0% | -9% | -7% | -14% | -2% | -4%[60.1 µM] | 14% | · | -2%[12.7 µM]
CCOC(=O)c1cc(NC(=O)Cc2ccc(S(=O)(=O)N3CCOCC3)s2)cc(C(=O)OCC)c1 | -19% | 8% | -13% | 2% | · | -6% | · | -20% | -22%
C=CCOCCn1[nH]c2ccccc2c1=O | -24% | 36%[activator] | -5% | -5% | · | -5% | · | 14% | 20%[2.33 µM]
Cc1ccc(NC(=O)c2cnn(-c3ccccc3)c2C)c(C)c1 | 7% | 129%[activator] | -13% | -22% | -4% | -3% | -1% | -2% | -3%[59 µM]
COc1ccc(CCNC(=O)CSc2nnc(-c3ccc(F)cc3)o2)cc1OC | -1% | 3% | -5% | · | 0% | 0% | 4% | -5% | -2%[59 µM]
CC1(C)Cc2ccccc2-c2nnc(SCC(=O)Nc3nc4ccccc4s3)n21 | -27% | ? | -4% | -38% | -18% | -7% | -17% | 0% | 9%
Oc1c(Br)cc(Br)cc1C=Nc1ccc2c(c1)OCCO2 | -4% | 16% | -14% | 7% | -7% | -17% | 24% | 15% | -39%
Cc1c(C(=O)O)sc(S(=O)(=O)N2CCN(C(=O)Cc3ccccc3)CC2)c1C(=O)O | ? | -14% | ? | ? | · | 3% | · | 35% | 5%[0.501 µM]
Cc1cc(C)cc(-n2ccn(Cc3ccc(F)cc3)c(=O)c2=O)c1 | 3% | 17% | -13% | -10% | -4% | -4% | -1% | · | -8%[59 µM]
COc1cccc(/C=C(\C#N)c2nc3ccc(C)cc3[nH]2)c1OCC(=O)O | -13% | 44%[activator] | -4% | -8% | 1% | -15% | -3% | -5% | ·
Cc1nc2sc3c(c2c(=O)[nH]1)CCCCC3 | 2% | 66%[activator] | -14% | 2% | -3% | -2% | 34% | 2% | -4%[12.7 µM]

Screening data (PubChem BioAssay)

Some of the compounds tested; the hit share may differ from the screen's.
